Screens deposited in PubChem BioAssay by several laboratories.
Rad51 HR inh = human RAD51 strand exchange inhibitors, primary screen, biochemical, fluorescence. DNA repair protein RAD51 homolog 1 (Homo sapiens), Q06609. hRad51 DNA strand exchange, fluorescence dequenching. inhibition, % at 10 µM. 0.085% of 200,000 active. AID 1385, 2008;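 active = inhibition above 40% at the single screening dose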;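 note: 0% = DMSO control wells and 100% = blanks with heterologous ssDNA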
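Test system: preformed human Rad51 ssDNA filaments; also added: Donor/quencher-labelled 47-bp dsDNA substrate; doses: 10 µM final, single point; times: 37 °C 15-min filament assembly, 30-min compound preincubation, 15-min exchange; detection: FRET fluorescence dequenching, excitation 485 nm, emission 520 nm; read-out basis: Fluorescence-based percent inhibition, control- and blank-normalised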
p97 inhibitor = inhibitors of human p97 ATPase, primary screen, biochemical. Transitional endoplasmic reticulum ATPase (Homo sapiens), P55072. recombinant p97 ATPase, Kinase-Glo ATP luminescence, 3 h. inhibition, % at 8 µM. 0.42% of 220,000 active; in the data active = inhibition above about 15%;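 note: 0% = DMSO vehicle and 100% = wells lacking enzyme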
Wee1 degr inh = Wee1 degradation inhibitors, primary screen, cell-based, HeLa, Wee1K328M-luciferase, luminescence; Wee1-like protein kinase (Homo sapiens), P30291; HeLa Luc-Wee1K328M stability; 100% = proteasome inhibitor MG132 effect; reporter increase, % at 5 µM; 1.2% of 220,000 active; AID 1321, 2008;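 active = activation above the mean of all tested compounds plus 3 SD, set per screening run, cut at about 8.8% in these data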;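 note: cells exposed to compound for 20 h before luminescence read; 0% = DMSO alone and 100% = MG132 at 30 µM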
Target sequence (P30291 whole entry K328M): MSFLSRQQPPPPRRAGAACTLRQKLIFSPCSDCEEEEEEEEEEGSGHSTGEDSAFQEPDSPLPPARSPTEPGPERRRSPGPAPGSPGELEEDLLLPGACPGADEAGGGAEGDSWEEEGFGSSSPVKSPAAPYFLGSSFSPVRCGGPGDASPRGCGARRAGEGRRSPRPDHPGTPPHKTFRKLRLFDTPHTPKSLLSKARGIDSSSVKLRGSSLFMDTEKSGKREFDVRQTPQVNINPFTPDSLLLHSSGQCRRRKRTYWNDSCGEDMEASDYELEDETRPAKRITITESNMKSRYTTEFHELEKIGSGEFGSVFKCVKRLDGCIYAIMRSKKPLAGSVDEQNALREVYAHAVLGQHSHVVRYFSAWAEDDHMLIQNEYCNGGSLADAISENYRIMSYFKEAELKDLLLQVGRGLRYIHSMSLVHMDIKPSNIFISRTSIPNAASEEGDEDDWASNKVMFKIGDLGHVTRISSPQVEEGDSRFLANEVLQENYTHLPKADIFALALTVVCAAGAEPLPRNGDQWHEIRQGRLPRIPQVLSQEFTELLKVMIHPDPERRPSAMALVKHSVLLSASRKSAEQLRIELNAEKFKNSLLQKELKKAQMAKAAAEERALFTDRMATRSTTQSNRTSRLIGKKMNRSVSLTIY
14-3-3 Bad PPI = inhibitors of 14-3-3 zeta/Bad binding, primary screen, biochemical, TR-FRET, bovine 14-3-3 zeta. TR-FRET 14-3-3zeta/Dy647-pBad peptide displacement, 1 h. 0.71% of 220,000 active. inhibition, % at 21.7 µM;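 active = inhibition above about 70%, limit read from the data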;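 note: 0% = full 14-3-3 plus peptide FRET controls and 100% = background without 14-3-3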
KLK5 inh = human KLK5 protease inhibitors, primary screen, biochemical, 1536-well; 0.59% of 210,000 active; recombinant hK5, fluorogenic AMC substrate cleavage; inhibition, % at 5 µM; Kallikrein-5 (Homo sapiens), Q9Y337;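 active = inhibition of 40% or more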;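 note: 0% = enzyme controls without compound and 100% = no-enzyme blanks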
Target sequence (Q9Y337 67-293 limits assumed): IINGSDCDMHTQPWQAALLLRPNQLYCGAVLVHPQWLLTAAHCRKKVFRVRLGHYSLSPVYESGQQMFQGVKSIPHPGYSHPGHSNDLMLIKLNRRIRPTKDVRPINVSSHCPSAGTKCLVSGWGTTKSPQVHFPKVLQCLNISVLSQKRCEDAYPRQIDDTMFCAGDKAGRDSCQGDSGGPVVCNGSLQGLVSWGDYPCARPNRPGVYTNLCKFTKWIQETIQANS
FXIa inh = human FXIa protease inhibitors, primary screen, biochemical, 1536-well; inhibition, % at 5 µM; 0.14% of 220,000 active; purified FXIa, Boc-Glu-Ala-Arg-AMC fluorogenic substrate;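 active = inhibition of at least 40%; inactive = inhibition below 40%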;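 note: fluorescence of freed AMC excited at 355 nm; 0% = enzyme without compound and 100% = no enzyme blank; many of its hits are not listed in these tables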
eIF4E-4G inh = eIF4E–eIF4G protein interaction inhibitors, primary screen, biochemical, uHTS, TR-FRET, eIF4GI fragment. TR-FRET eIF4E-eIF4GI(517-606) binding, 2 h. inhibition, % at 21.7 µM. 0.37% of 220,000 active. AID 782, 2007;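 active = inhibition above about 30%, limit read from the data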;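 note: 0% = full FRET control wells and 100% = background wells lacking eIF4GI fragment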
Mdm2 ligase inh = MDM2-luciferase reporter signal enhancers, primary screen, MDM2 E3 ligase inhibitor project, cell-based, luminescence, 1536-well. cell-based MDM2 ubiquitination luciferase reporter, 2 h; 0 = plate control, 100 = twice control, blank-subtracted. AID 1230, 2008. E3 ubiquitin-protein ligase Mdm2 (Homo sapiens), Q00987. 0.11% of 210,000 active. signal enhancement, % at 5 µM;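 active = signal enhancement of 30% or more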;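 note: luminescence tracks abundance of the self-degrading MDM2-luciferase fusion protein; higher signal means inhibition of MDM2 E3 ligase activity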
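Assay system: stable mammalian line carrying autodegrading MDM2–luciferase fusion reporter; Input: 2000 cells in each well; Compound dosing: single-point 5 µM; Schedule: 2 h compound exposure at 37 °C; Signal: SteadyLite luciferase luminescence after 15 min room-temperature reagent incubation; Evaluation: % luminescence enhancement versus blank-corrected plate control mean; Benchmarks: plate controls and plate blanks.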
FXIIa inh 1536 = human FXIIa protease inhibitors, primary screen, biochemical, 1536-well; Coagulation factor XII (Homo sapiens), P00748; purified FXIIa, Boc-QGR-AMC fluorogenic substrate, 2 h; inhibition, % at 5 µM; 0.3% of 220,000 active; in the data active = inhibition above about 40%;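 note: 0% = enzyme with no compound and 100% = blank without enzyme; many of its hits are not listed in these tables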
Numbers without * were called inactive; / = no result given; [ ] = dose if it differs, or a comment.

1) Cn1c(=O)oc2cc(NC(=O)CCl)ccc21
2) Fc1ccccc1OCCSc1nnnn1-c1ccccc1
3) O=C(CCc1nc2ccccc2c(=O)[nH]1)OCc1cccc(C(F)(F)F)c1
4) CC1CC(C)CN(C(=O)C(C)N(C)CC(=O)Nc2ccc(Cl)cc2)C1 (stereo not drawn)
5) Cc1ccc(C2=N/C(=C\N(C)C)C(=O)O2)cc1
6) Cc1ccc(S(=O)(=O)N2CCOC2CNC(=O)C(=O)NCc2ccco2)cc1 (stereo not drawn)
7) O=C(c1cccs1)N1CCN(C/C=C/c2ccccc2)CC1
8) Cc1cc(C(=O)N2CCCCCC2)cs1
assay / compound,1,2,3,4,5,6,7,8
Rad51 HR inh,7,-7,0,/,-6,1,-9,-8
p97 inhibitor,6,-4,1,-2,2,1,0,0
Wee1 degr inh,-2,1,5,2,0,5,-1,1
14-3-3 Bad PPI,-8,13,-23,33,-9,-10[fluorescence artefact?],-7,7
KLK5 inh,-4,1,-22,/,1,-9,-6,5
FXIa inh,-3,-2,3,11,1,7,1,3
eIF4E-4G inh,1,-1,-2[fluorescence artefact?],5,0,0,1,-1
Mdm2 ligase inh,/,-28,0,/,-17,/,-6,16
FXIIa inh 1536,4,-8,9,20,16,15,1,-4

9) Cc1nc2sc(C(=O)OC(C)C)c(N)c2c(C)c1C
10) CN(C)c1cccc2c1c(NC(=O)Nc1ccc(Cl)cc1Cl)nn2C
11) CN1CCN(/C=N/c2c(C#N)cnn2C)CC1
12) CCOC(=O)N1CCN(C(=O)c2cc3c(=O)[nH]c4ccccc4c3s2)CC1
13) CC(C)N(Cc1ccccc1)C(=S)NCc1ccccc1
14) O=C(CSc1ncccn1)N/N=C/c1ccccc1[N+](=O)[O-]
15) COc1ccccc1-c1cn(S(=O)(=O)c2ccc(C)cc2)nc1N
16) CCC(=O)Nc1nonc1-c1nc2ccccc2n1Cc1ccccc1
assay / compound,9,10,11,12,13,14,15,16
Rad51 HR inh,8,5,3,/,23,7,6,-4
p97 inhibitor,5,0,-10,4,0,1,0,-1
Wee1 degr inh,-3,-2,-1,3,-3,-1,-2,1
14-3-3 Bad PPI,3,0,1,8,-12,-5,-1,0
KLK5 inh,-8,-1,0,8,-13,-4,6,3
FXIa inh,-11,4,-6,-1,-7,-2,3,10
eIF4E-4G inh,7,-1,1[fluorescence artefact?],2,2,-3,1,6
Mdm2 ligase inh,-7,-16,-14,-9,2,-8,-2,15
FXIIa inh 1536,4,13,1,2,2,8,-6,25

Exported with two lines to a compound: entries from further up
Second line of a record – Rad51 HR inh	p97 inhibitor	Wee1 degr inh	14-3-3 Bad PPI	KLK5 inh	FXIa inh	eIF4E-4G inh	Mdm2 ligase inh	FXIIa inh 1536
12. CCOC(=O)N1CCN(C(=O)c2cc3c(=O)[nH]c4ccccc4c3s2)CC1
→ /	4	3	8	8	-1	2	-9	2
13. CC(C)N(Cc1ccccc1)C(=S)NCc1ccccc1
→ 23	0	-3	-12	-13	-7	2	2	2

More results follow.
17) Cc1cccc(N2CCN(C(c3ccncc3)c3nnnn3C(C)(C)C)CC2)c1C (stereo not drawn)
18) CCOC(=O)N1CCC(N2C(=O)c3ccccc3C2Nc2ccccc2)CC1 (stereo not drawn)
19) Cc1cc(C)cc(OC(=O)C23CCC(C)(C(=O)O2)C3(C)C)c1 (stereo not drawn)
20) Nc1nc2nonc2nc1N
21) O=c1/c(=C\c2ccc3c(c2)OCO3)sc2n1CCCN=2
22) O=C(Nc1ccccc1N1CCCCC1)c1ccc(-c2ccc(Cl)cc2)o1
23) CCN(CC)C(=O)CSc1nc2ccccc2c(=O)n1CCC(=O)NCCc1ccc(OC)c(OC)c1
24) CC(=O)Nc1cccc(NC(=O)CSc2ncc(-c3ccc(Cl)cc3)n2Cc2ccco2)c1
assay / compound,17,18,19,20,21,22,23,24
Rad51 HR inh,15,-6,/,15,6,/,7,2
p97 inhibitor,-4,0,-3,4,-5,-2,0,1
Wee1 degr inh,5,-1,-2,1,8,6,-1,-2
14-3-3 Bad PPI,-20,-1[fluorescence artefact?],-7,-5,7[fluorescence artefact?],0,-2,7
KLK5 inh,3,-7,/,0,-3,-19,-27,-8
FXIa inh,0,5,-1,1,1,5,-5,2
eIF4E-4G inh,1,0,0,1,0[fluorescence artefact?],2,-2,4
Mdm2 ligase inh,-13,-17,/,-12,-31,/,-12,-22
FXIIa inh 1536,10,4,8,8,-4,6,8,4

Sorted by SMILES length (highest first): some entries from above.
24) CC(=O)Nc1cccc(NC(=O)CSc2ncc(-c3ccc(Cl)cc3)n2Cc2ccco2)c1
14) O=C(CSc1ncccn1)N/N=C/c1ccccc1[N+](=O)[O-]
13) CC(C)N(Cc1ccccc1)C(=S)NCc1ccccc1
assay / compound,24,14,13
Rad51 HR inh,2,7,23
p97 inhibitor,1,1,0
Wee1 degr inh,-2,-1,-3
14-3-3 Bad PPI,7,-5,-12
KLK5 inh,-8,-4,-13
FXIa inh,2,-2,-7
eIF4E-4G inh,4,-3,2
Mdm2 ligase inh,-22,-8,2
FXIIa inh 1536,4,8,2

The listing continues:
25) COc1ccc(/C=C2\SC(=O)N(CCC(=O)Nc3ccccc3)C2=O)cc1OC
26) CCN(Cc1ccccc1)c1c(C(=O)O)cnc2c1cnn2C
27) Nc1nnc(-c2ccccc2Cl)s1
28) COc1ccc(OCCC(=O)OCC(=O)NC(=O)NC(C)(C)C)cc1
29) O=C(CSc1ncnc2scc(-c3ccc(Cl)cc3)c12)NCc1ccc2c(c1)OCO2
30) O=C(CC1Oc2ccccc2NC1=O)NCCc1ccccc1 (stereo not drawn)
31) Cc1cc(C)cc(-n2c(C)cc(C(=S)N3CCOCC3)c2C)c1
32) CSC(=NC#N)N1CCN(c2ccccn2)CC1
assay / compound,25,26,27,28,29,30,31,32
Rad51 HR inh,-8,-5,/,0,-1,-1,/,15
p97 inhibitor,7,-2,2,1,-2,1,1,2
Wee1 degr inh,-1,1,-2,2,2,2,1,-2
14-3-3 Bad PPI,-5,-4,-9[fluorescence artefact?],-6[fluorescence artefact?],6,7,-14[fluorescence artefact?],-25
KLK5 inh,-19,-9,2,-7,8,0,-9,-8
FXIa inh,-3,-6,0,3,9,8,3,-3
eIF4E-4G inh,-4,2,-1[fluorescence artefact?],-4[fluorescence artefact?],5,1,0[fluorescence artefact?],-2
Mdm2 ligase inh,-1,-10,-6,-20,-14,-12,-17,-1
FXIIa inh 1536,-2,4,-9,15,19,16,10,3

33) COC(C(=O)NC1CCCCCCC1)c1ccccc1 (stereo not drawn)
34) CCCCNC(=O)N1CCOCCOCCN(C(=O)NCCCC)CCOCC1
35) COc1ccc(-c2nnc(SCC(=O)Nc3sc4c(c3C#N)CCC4)n2CC2CCCO2)cc1 (stereo not drawn)
36) O=[N+]([O-])c1ccc(CN2CCOCCOCCN(Cc3ccc([N+](=O)[O-])cc3)CCOCC2)cc1
37) Cc1nn(-c2ccccc2)c(Cl)c1C(=O)OC(C)C(=O)NC(=O)NC1CCCCC1 (stereo not drawn)
38) COC(Cc1n[nH]c(=S)n1-c1ccccc1)OC
39) CC(C)=NNc1nc2sc3c(c2c(=O)[nH]1)CC(C)(C)OC3
40) CCn1c(SCC(=O)c2ccc3c(c2)OCCO3)nnc1-c1ccco1
assay / compound,33,34,35,36,37,38,39,40
Rad51 HR inh,-15,7,8,/,6,2,-20,-2
p97 inhibitor,2,0,-3,0,-3,2,5,1
Wee1 degr inh,7,-3,1,-1,-4,1,-2,8
14-3-3 Bad PPI,3,-3,10,0[fluorescence artefact?],-10[fluorescence artefact?],76*,-4[fluorescence artefact?],4
KLK5 inh,-5,9,15,-18,-5,-15,-15,0
FXIa inh,-4,1,3,3,-5,7,16,-1
eIF4E-4G inh,1,-12,0,-6,8[fluorescence artefact?],5,-4,-3[fluorescence artefact?]
Mdm2 ligase inh,-8,-19,-8,3,/,0,-1,13
FXIIa inh 1536,1,14,11,8,1,14,17,-4

41) COc1ccc2oc(C(=O)OC/C(O)=C(\C#N)c3nc4ccccc4[nH]3)c(C)c2c1
42) CC(NC(=O)CSc1nnc(-c2cc3cc(Cl)ccc3o2)n1C)c1ccccc1 (stereo not drawn)
43) Cc1nc(N)ncc1Sc1ccccc1
44) N/C(Cc1ccc([N+](=O)[O-])cc1)=N\OC(=O)C1CCCCC1
45) CC1=CC(C)(C)N(C(=O)CSc2nccn2C)c2cc(C)ccc21
46) O=C(Cn1c(=O)n(-c2ccc(F)cc2)c(=O)c2sccc21)N1CCCC1
47) CCn1c(-c2ccccc2Cl)nn(CC(=O)Nc2ccc(OC)cc2)c1=S
48) Cc1cc(C)c2c(=O)[nH]c(SCC(=O)N3CCOCC3)nc2n1
assay / compound,41,42,43,44,45,46,47,48
Rad51 HR inh,-20,-6,-1,6,0,-9,-7,-3
p97 inhibitor,9,1,10,3,1,-4,-3,8
Wee1 degr inh,-1,1,-1,-1,-3,-2,-3,4
14-3-3 Bad PPI,8,2,-2,-7,7[fluorescence artefact?],15,8,5
KLK5 inh,-8,-5,-3,-2,10,-18,-6,-2
FXIa inh,0,1,-2,-3,11,4,2,-2
eIF4E-4G inh,1,2,-1,-2,-1,1,3[fluorescence artefact?],4
Mdm2 ligase inh,/,-4,-14,-8,-20,-1,-14,2
FXIIa inh 1536,7,5,6,4,20,14,10,3

49) Cc1cc2cc(CN(Cc3nnnn3C3CCCCC3)CC3CCCO3)c(=O)[nH]c2cc1C (stereo not drawn)
50) Oc1ccccc1CNCc1ccccc1
51) CCOc1ccc(CCN2C(=O)C(=O)N([C@H](CCCN(C)Cc3ccccc3)CNCc3ccccc3)C[C@@H]2C(C)C)cc1
52) O=C(NN1CCOCC1)c1ccc(S(=O)(=O)N2CCCCC2)cc1
53) O=S(=O)(Nc1nccs1)c1ccc(Br)cc1
54) CCN(CC)P(=O)(/C(Cl)=C\Nc1c(C)n(C)n(-c2ccccc2)c1=O)N(CC)CC
55) C/C(CC(=O)c1ccccc1)=N\NC(=O)CC#N
56) CC(C)=CCC/C(C)=C/CC(C)(C)CNCCN1CCNCC1
assay / compound,49,50,51,52,53,54,55,56
Rad51 HR inh,-9,-7,2,-7,5,4,-2,5
p97 inhibitor,6,0,/,-2,1,-8,3,-6
Wee1 degr inh,-2,1,/,5,1,3,-3,0
14-3-3 Bad PPI,5,0,-1,6,-5,-8,-9,22
KLK5 inh,-11,-1,7,14,11,-5,-16,-15
FXIa inh,4,-3,11,14,-2,-5,-2,2
eIF4E-4G inh,4,1,-3,-3,4,5,-5,-2
Mdm2 ligase inh,-8,-8,-15,-28,-14,-22,-20,-29
FXIIa inh 1536,9,5,18,28,10,3,3,14
